Screening results as filed in PubChem.
BRCA1 expr up = qHTS Assay to Identify Small Molecule Activators of BRCA1 Expression. MCF7-BRCA1-FFLuc reporter, luminescence, 48 h; response scale: scaled: vehicle 0%, 10 µM genistein 100%. AID 624202, 2012. Potency, µM (series often up to 46.1 µM), without a hit: top-dose activation, usual class: activators. 380,000 tested, 1.1% active; further: nearly all actives have a fitted effect of over 80% in size; some results filed as inactive show a strong effect at the top dose
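Luminescence from a BRCA1-driven firefly luciferase in MCF7 cells was the read-out, taken 15 min after substrate addition following 48 h compound exposure at 37 °C. Data were normalized to a 10 microM genistein control and DMSO vehicle.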
Rab9 prom act = qHTS Assay for Rab9 Promoter Activators. Huh7 Rab9 promoter-luciferase reporter, luminescence, 24 h. Potency, µM (top dose mostly 9.22 µM), without a hit: at the highest dose activation, negative = inhibition, most hits filed as activators. 320,000 tested, 2.8% active. AID 485297, 2010; further: % of control where 0% means no effect; nearly all actives have a fitted effect of over 60% in size
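Luminescence from Amplite-detected luciferase (10 minutes, ambient) reports Rab9 promoter activation. Before that, stable Rab9-luciferase Huh7 cells (1500/well, reduced-serum OP-MEM I plus 10% FBS) were exposed to compound for 24 hours at 37C.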
RORg inh = qHTS for inhibitors of ROR gamma transcriptional activity; Nuclear receptor ROR-gamma (Mus musculus), P51450; Drosophila S2 Gal4-RORgamma UAS-luciferase reporter, 20 h; Potency, µM (highest dose often 53.6 µM), without a hit: top-dose activity change, negative = inhibition, usual class: inhibitors; 310,000 tested, 5.4% active; AID 2551, 2010; further: on the % scale 0 is the no-effect control and ±100 the full control effect; nearly all actives have a fitted effect of over 60% in size
Target sequence (P51450 whole entry, looked up, the tested form may be a part): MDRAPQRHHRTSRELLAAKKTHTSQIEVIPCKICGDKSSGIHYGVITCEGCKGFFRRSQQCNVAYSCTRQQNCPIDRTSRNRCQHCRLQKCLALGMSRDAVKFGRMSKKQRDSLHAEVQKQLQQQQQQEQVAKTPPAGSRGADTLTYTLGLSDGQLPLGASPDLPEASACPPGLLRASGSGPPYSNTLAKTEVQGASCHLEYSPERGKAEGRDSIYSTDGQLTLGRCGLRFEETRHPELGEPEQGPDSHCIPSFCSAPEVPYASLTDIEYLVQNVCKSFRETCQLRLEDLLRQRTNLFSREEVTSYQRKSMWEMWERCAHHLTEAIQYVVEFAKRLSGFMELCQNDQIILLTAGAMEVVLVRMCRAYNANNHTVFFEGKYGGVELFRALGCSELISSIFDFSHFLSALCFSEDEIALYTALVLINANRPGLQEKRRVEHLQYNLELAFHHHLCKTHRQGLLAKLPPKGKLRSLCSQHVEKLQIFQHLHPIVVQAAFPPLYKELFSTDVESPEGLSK
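Compounds are pin-transferred onto Drosophila Schneider cells expressing a copper-inducible Gal4–ROR gamma transactivation domain fusion. After 1 hr, copper sulfate is added to 700 uM final; luciferase is read 20 hr later.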
uPA surface inh = qHTS for Inhibitors of Cell Surface uPA Generation; 330,000 tested, 0.31% active; cell surface uPA generation assay, qHTS; Potency, µM (top dose mostly 38.3 µM), inactives show top-dose activity change, negative = inhibition, actives largely listed as inhibitors; active means well fitted inhibition curve with a large enough effect; inconclusive means small, poorly fitted or top-dose-only effect; inactive means no such curve, though single readings can be large or run the other way; tested in mouse RAW 264.7 cells; further: on the % scale 0 is the no-effect control and ±100 the full control effect; nearly all actives have a fitted effect of over 55% in size
NPC1 promoter act = qHTS Assay for NPC1 Promoter Activators | Huh7 NPC1 promoter luciferase reporter, 24 h | Potency, µM (top dose mostly 9.22 µM), for inactives: top-dose activation, hits mostly activators | 320,000 tested, 2.4% active;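 further: % of control where 0% means no effect; nearly all actives have a fitted effect of over 60% in size; reporter is driven by a mutant NPC1 promoter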
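In 1536-well qHTS, Huh7 cells harboring an NPC1 promoter–luciferase construct received compound for 24 h; activation was quantified by luminescence following luciferase reagent addition.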
VP16 counter = VP16 counterscreen qHTS for inhibitors of ROR gamma transcriptional activity | Drosophila S2 Gal4-VP16 UAS-luciferase, luminescence, 20 h | Potency, µM (doses to about 53.6 µM), without a hit: at the highest dose activity, negative = inhibition, hits mostly inhibitors | 310,000 tested, 3.5% active | AID 2546, 2010;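 further: Gal4-VP16 expression switched on by copper sulfate through the metallothionein promoter; on the % scale 0 is the no-effect control and ±100 the full control effect; nearly all actives have a fitted effect of over 50% in size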
MBNL1-CUG inh = qHTS Assay for Inhibitors of MBNL1-poly(CUG) RNA binding; Muscleblind-like protein 1 (Homo sapiens), Q9NR56; TR-FRET MBNL1-His/biotin-(CUG)12 binding, 665/545 ratio; Potency, µM (titrated, usually from 57.5 µM), inactives show at the top dose activity change, negative = inhibition, most hits filed as inhibitors; 280,000 tested, 0.036% active; active means well fitted inhibition curve with a large enough effect in the signal ratio, with a control signal flat, not every such curve was filed as active; inconclusive means small, poorly fitted or top-dose-only effect, or effect the other way, or a change in a side signal; inactive means no such curve, though single readings can be large or run the other way; the % refers to the signal ratio; further: on the % scale 0 is the no-effect control and ±100 the full control effect
Target sequence (Q9NR56 whole entry, looked up): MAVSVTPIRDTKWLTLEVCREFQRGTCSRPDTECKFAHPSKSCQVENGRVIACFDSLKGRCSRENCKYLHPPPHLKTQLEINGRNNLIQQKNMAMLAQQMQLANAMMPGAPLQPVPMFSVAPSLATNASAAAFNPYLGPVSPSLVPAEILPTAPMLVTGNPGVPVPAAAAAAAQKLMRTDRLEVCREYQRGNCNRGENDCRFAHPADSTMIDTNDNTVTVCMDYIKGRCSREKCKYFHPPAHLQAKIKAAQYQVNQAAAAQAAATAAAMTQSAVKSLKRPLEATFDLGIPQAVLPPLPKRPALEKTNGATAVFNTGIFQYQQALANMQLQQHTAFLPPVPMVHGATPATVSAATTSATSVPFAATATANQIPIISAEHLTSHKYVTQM
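His-tagged MBNL1 binding to biotinylated (CUG)12 RNA was measured by TR-FRET using terbium anti-His antibody (0.055 ng/ul final) and streptavidin-XL665 (5 nM final). Compounds were titrated 92 nM to 58 uM; 60 min at room temperature.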
ELG1 genotoxic = qHTS screen for small molecules that induce genotoxicity in human embryonic kidney (HEK293T) cells expressing luciferase-tagged ELG1. Potency, µM (titrated, usually from 46 µM), for the others: top-dose activity change, positive = activation, actives largely listed as activators. 330,000 tested, 1.3% active. HEK293T ELG1-luciferase reporter, luminescence, 16 h. AID 504466, 2011; further: % of control where 0% means no effect; nearly all actives have a fitted effect of over 60% in size
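Screening used a luciferase reporter fused to human ELG1 in HEK293T cells. Luminescence was read on a CCD plate imager after 16 hr exposure and 30 min ONE-Glo incubation.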
p53 reactivation = qHTS assay for re-activators of p53 using a Luc reporter | H1299 p53-A138V BP100-luciferase reporter, luminescence, 24 h | Potency, µM (titrated, usually from 92.2 µM), for inactives: top-dose activity change, positive = activation, actives largely listed as activators | 320,000 tested, 0.063% active | AID 504706, 2011; further: % of control where 0% means no effect; nearly all actives have a fitted effect of over 45% in size
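H1299 (p53-null), stable ts p53-A138V + BP100-Luc; 1000 cells/well, Opti-MEM/10% FBS; cpd 4 pt, 1:5; 24 h, 37 deg C, 5% CO2; detection reagent 10 min RT; luminescence.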
FLuc modulator = qHTS profiling assay for firefly luciferase inhibitor/activator using purifed enzyme and Km concentrations of substrates (counterscreen for miR-21 project); purified FLuc, Km substrates, luminescence inhibition; Potency, µM (highest dose often 57.5 µM), for inactives: top-dose activity change, negative = inhibition, most hits filed as inhibitors; 360,000 tested, 6.9% active; AID 588342, 2011;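 further: plate controls were vehicle for no effect and reference inhibitor for full effect; nearly all actives have a fitted effect of over 55% in size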
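Purified P. pyralis luciferase, 10 nM final, with Km-level 10 uM D-luciferin and 10 uM ATP in 50 mM Tris acetate pH 7.5, 10 mM Mg acetate, 0.01% Tween-20, 0.05% BSA; 6-point qHTS titration about 60 µM downward; luminescence read.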
* = called active by the depositor; u = inconclusive; x = no result given; [ ] = another dose, or the depositor's remark. Unless noted, the call rests on the fitted dose curve; in most records, active means well fitted curve in the direction sought with a large enough effect; inconclusive means small, poorly fitted or top-dose-only effect, or another doubt; inactive means no such curve, though single readings can be large; an effect the other way counts as inactive or inconclusive. Potency means the concentration at half of the fitted maximal effect. This is a random part of the collection; any-hit rate near 13%.

Values run as follows: BRCA1 expr up, VP16 counter, FLuc modulator, ELG1 genotoxic, Rab9 prom act, RORg inh, p53 reactivation, MBNL1-CUG inh, uPA surface inh, NPC1 promoter act
> CS(=O)(=O)c1nsc2nc(=O)c(/C=C3\C=Nc4ccccc43)c(N)n12
 : 25%, -1%, 15µM*, 4%, 1%, 1%, 1%, 10%, 4%, -1%
> CC(=O)Nc1ccc(NC2(C)C(=O)c3ccccc3C2=O)cc1
 : 11%, 10%, 0%, -2%, 8%, 7%, 0%, 11%, 4%, -2%
> CC(C)c1ccc2c(c1)CCC1C(C)(CN)CCCC21C (stereo not given)
 : -104%[inhibitor], 3%, -10%, -2%, -4%, 29%, -5%, -5%, 3%, 0%
> CC(=O)c1ccc(NC(=O)CCC(=O)OCC(=O)c2cccc([N+](=O)[O-])c2)cc1
 : -3%, 0%, 0%, 1%, -1%, 0%, 5%, u, 2%, 2%
> O=C(O)c1cnc(-c2ccccc2)nc1C(F)(F)F
 : 0%, -4%, -16%, 0%, 1%, 13%, 4%, 2%, 5%, -2%
> COc1ccc([N+](=O)[O-])cc1NS(=O)(=O)Cc1ccccc1
 : 0%, x, 1%, -3%, -4%, x, x, u, 9%, -4%
> COc1ccc(S(=O)(=O)Nc2cc(C)ccn2)cc1OC
 : -6%, 0%, -1%, 1%, 4%, -6%, 1%, -8%, -12%, -3%
> COCCOC(=O)C(CC(=O)O)NCc1ccco1 (stereo not given)
 : 7%, 5%, 0%, 0%, 0%, 10%, 0%, x, 3%, 6%
> CCOC(=O)N1CCN(C(=O)CSc2nc3c(c(=O)n2-c2ccccc2OC)SCC3)CC1
 : -42%, -5%, -2%, 0%, -2%, 2%, 1%, 19%, 8%, -6%
> Cc1cc(Cl)c(S(=O)(=O)NCc2cccnc2)cc1OCC(N)=O
 : 0%, 13%, 2%, -11%, -5%, 8%, -14%, 7%, 3%, -2%
> Cn1c(-c2sc3ccccc3c2Cl)n[nH]c1=S
 : 0%, u, -17%, 4%, 1%, u, 1%, 3%, -2%, -3%
> CC(=O)c1cn(Cc2ccccc2)c(=O)[nH]c1=O
 : 27%, -5%, 0%, 2%, 8%, -2%, -4%, x, 5%, -4%
> CCN(Cc1nc2ccccc2c(=O)[nH]1)C(=O)c1cccc(NC(=O)c2cccs2)c1
 : -18%, x, u, -23%, -4%, x, -5%, x, 0%, 2%
> CC(C)(C)c1ccc(C(=O)NC(=S)Nc2ccc(N3CCOCC3)cc2)cc1
 : 32%, 7.1µM*, -9%, 11%, -4%, 4.5µM*, -3%, 8%, -3%, -7%
> COc1ccccc1C(=O)NC(=O)COC(=O)c1ccco1
 : -2%, x, 12%, 0%, -7%, x, -1%, x, 4%, -4%
> Cc1cccc(OCC(O)CN2CCN(c3ccccn3)CC2)c1C (stereo not given)
 : 14%, -3%, -1%, 0%, 0%, -11%, 9%, 2%, 4%, 1%
> Cc1nn(CCC#N)c(N)c1C1(O)C(=O)Nc2c(Cl)cc(Cl)cc21 (stereo not given)
 : -33%, -7%, -1%, -2%, 13%, u, 12%, -10%, -10%, 2%
> Cc1nc2ccc(S(=O)(=O)NCC(=O)NC(C)c3ccccc3)cc2s1 (stereo not given)
 : -9%, -4%, -1%, 0%, u, 1%, 1%, -6%, -1%, -3%
> O=C(c1ccccc1[N+](=O)[O-])N1CCCN(C(=O)c2ccccc2[N+](=O)[O-])CC1
 : -9%, 2%, 0%, 2%, 1%, -2%, 4%, u, -4%, -1%
> CCOc1ccc(NS(=O)(=O)c2ccc(-c3cnc(C4CC4)o3)cc2)cc1
 : -36%, 1%, 1%, -5%, -2%, 30%, -4%, -4%, u, -7%
> COc1ccc(C2=Nn3c(nnc3-c3ccccc3F)SC2)cc1OC1CCOC1 (stereo not given)
 : -52%, x, x, 2%, x, x, -4%, x, u, x
> O=Cc1c(NCc2cccc(F)c2)c2ccccc2[nH]c1=O
 : 1%, 3%, -1%, -3%, 0%, 18%, 8%, -5%, -2%, -4%
> COC(=O)c1ccc(NC(=O)c2cc(-c3ccncc3)nc3ccccc23)cc1
 : -29%, x, -6%, -2%, -1%, x, 2%, x, -24%, 0%
> O=C(O)CN1C(=O)/C(=C\c2cn(CC(=O)N3CCOCC3)c3ccccc23)SC1=S
 : 5%, 4%, 2%, 0%, -2%, -17%, 3%, u, 4%, -1%
> CCC(Cc1ccccc1)NS(=O)(=O)c1csc(C(N)=O)c1 (stereo not given)
 : -15%, 3%, -3%, -2%[9.26 µM], 0%, -12%, 5%, -8%, 5%, -1%
> CCn1cc(C(=O)OCc2cccc(Br)c2)c(=O)c2ccc(C)nc21
 : -10%, x, -2%, 0%, -4%, 1%[0.365 µM], -6%, 2%, -2%, -1%
> N=c1ccn(Cc2cccc(Cl)c2)cc1
 : -50%, u, 0%, -6%, -30%, 0%, -2%, -15%, -14%, -43%[inhibitor]
> CC(C)COc1ccc(C(=O)NCc2ccco2)cc1
 : 58%, 21%, u, u, 20%, 40%, 24%, 3%, -3%, 2%
> CCOC(=O)c1cnc2c(OC)cccc2c1N1CCN(c2ccccc2OC)CC1
 : -84%, -10%, -6%, -7%, -4%, -41%, -19%, u, -2%, -1%
> CCOc1cc(C(=O)N(C)CC(=O)Nc2cccc(F)c2)ccc1OCC(=O)N1CCCCC1
 : -10%, x, 1%, 0%, -2%, x, -8%, x, -4%, 0%
> CC1CCCCN1CC(=O)NCc1ccc2c(c1)OCO2 (stereo not given)
 : 11%, 1%, 2%, -8%, 5%, 6%, -20%, -4%, 2%, 3%
> Cc1cc(C(=O)Nc2cc(C)on2)on1
 : -7%, -2%, 0%, -6%, 8%, -3%, 7%, -6%, -7%, -2%
> NS(=O)(=O)c1ccc(CNS(=O)(=O)Cc2ccc(Cl)cc2)cc1
 : -4%, 7%, 2%, -7%, 2%, 26%, -6%, -1%, 12%, 2%
> CC1CC(=O)N(c2ccc(Br)cc2)C(=O)C1
 : 7%, -3%, -3%, 0%, -3%, -18%, 3%, -10%, 11%, -1%
> C/C(CC(=O)NC(C)(C)C)=N\NC(N)=S
 : -5%, u, -1%, 1%, -3%, 11µM*, -3%, 15%, -3%, -2%
> CCNC(=O)CSc1nc2sccc2c(=O)n1-c1ccccc1
 : -16%, -15%, -2%, 0%, 0%, 14%, 4%, -2%, 8%, -1%
> CCCCOc1ccc(C(=O)O)cc1
 : 11%, 3%, 0%, 2%, 8%, -8%, -4%, -2%, -5%, 0%
> C/C(=N\NC(=O)c1ccncc1)c1cc2ccccc2oc1=O
 : -47%, 13µM*, 1%, 0%, 1%, 7.9µM*, -5%, u, -1%, 0%
> Cc1cc2c(ncn2C)c(NS(=O)(=O)c2ccccc2Cl)c1C
 : -13%, -12%, 2%, 0%, -3%, -33%, -1%, 10%, 2%, 5%
> COc1ccc(S(=O)(=O)N2CCC(c3cc(-c4cccc5ccccc45)n[nH]3)CC2)cc1
 : -39%, -2%, 3%, -10%, -1%, 6%, 1%, 8%, -3%, -3%
> COc1ccc(C(=O)OCC(=O)NC(C)(C)C)cc1[N+](=O)[O-]
 : -24%, -1%, 3%, 1%, 1%, -1%, 10%, x, 1%, -2%
> O=C(Nc1ccccc1)c1nn(-c2ccccc2)c(=O)cc1C(F)(F)F
 : -45%, -9%, 6%, 0%, -2%, -10%, -2%, 0%, -15%, -2%
> O=C(Nc1cccc(C(=O)O)c1)/C(=C\c1ccc2c(c1)OCO2)NC(=O)c1ccc(Br)o1
 : 8.9µM*, -10%, 21µM*, 10%, u, 24%, 19%, 6%, 0%, u
> COc1ccc(CNC(=O)CN(Cc2ccccc2)C(=O)c2csnn2)cc1
 : -6%, 7%, -2%, 1%, 1%, 21%, -22%, -6%, -4%, 14%
> O=C(COC(=O)c1cnccn1)Nc1cccc(F)c1
 : 3%, x, x, 1%, x, x, -3%, x, 6%, x
> CSc1ccccc1NC(=O)Nc1ccc(F)c(Cl)c1
 : 30%, 0%, 12µM*, 2%, 15%, 38%, 5%, -16%, x, 16%
> Cc1cnn2c(C3CC3)ccnc12
 : -3%, -11%, 5%, -4%, -4%, 18%, -1%, 1%, 6%, 0%
> Cc1ccc(Cn2c(NCCc3ccccc3)nc3c2c(=O)n(C)c(=O)n3C)cc1
 : -96%[inhibitor], u, 0%, -11%, -11%, -33%, 3%, -3%, 6%, -5%

Some values from the list:
Entry of `CCNC(=O)CSc1nc2sccc2c(=O)n1-c1ccccc1` under Rab9 prom act: 0%
Entry of `O=C(COC(=O)c1cnccn1)Nc1cccc(F)c1` under p53 reactivation: -3%
